Source: PubChem BioAssay
AddAB inh: growth inhibition of E. coli expressing H. pylori AddAB, primary screen, AddAB inhibitor project, absorbance. inhibition, % at 11.9 µM. hit rate 0.29% among 330,000; in the data active = inhibition above about 12%;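 also: 0% = vehicle wells of infected cells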
DSG3 Ab inh: inhibitors of pemphigus antibody binding to DSG3, primary screen, biochemical, bead-based, flow cytometry, scFv-GFP; Desmoglein-3 (Homo sapiens), P32926; DSG3-coupled beads, scFv-anti-DSG3-GFP binding; stronger effect = lower value; binding (percent of control), % at 10 µM; hit rate 0.48% among 310,000;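 active = binding more than 3 SD below its plate's average and above zero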; also: some compounds called inactive have numbers as strong as hits
Target sequence (P32926 whole entry, looked up): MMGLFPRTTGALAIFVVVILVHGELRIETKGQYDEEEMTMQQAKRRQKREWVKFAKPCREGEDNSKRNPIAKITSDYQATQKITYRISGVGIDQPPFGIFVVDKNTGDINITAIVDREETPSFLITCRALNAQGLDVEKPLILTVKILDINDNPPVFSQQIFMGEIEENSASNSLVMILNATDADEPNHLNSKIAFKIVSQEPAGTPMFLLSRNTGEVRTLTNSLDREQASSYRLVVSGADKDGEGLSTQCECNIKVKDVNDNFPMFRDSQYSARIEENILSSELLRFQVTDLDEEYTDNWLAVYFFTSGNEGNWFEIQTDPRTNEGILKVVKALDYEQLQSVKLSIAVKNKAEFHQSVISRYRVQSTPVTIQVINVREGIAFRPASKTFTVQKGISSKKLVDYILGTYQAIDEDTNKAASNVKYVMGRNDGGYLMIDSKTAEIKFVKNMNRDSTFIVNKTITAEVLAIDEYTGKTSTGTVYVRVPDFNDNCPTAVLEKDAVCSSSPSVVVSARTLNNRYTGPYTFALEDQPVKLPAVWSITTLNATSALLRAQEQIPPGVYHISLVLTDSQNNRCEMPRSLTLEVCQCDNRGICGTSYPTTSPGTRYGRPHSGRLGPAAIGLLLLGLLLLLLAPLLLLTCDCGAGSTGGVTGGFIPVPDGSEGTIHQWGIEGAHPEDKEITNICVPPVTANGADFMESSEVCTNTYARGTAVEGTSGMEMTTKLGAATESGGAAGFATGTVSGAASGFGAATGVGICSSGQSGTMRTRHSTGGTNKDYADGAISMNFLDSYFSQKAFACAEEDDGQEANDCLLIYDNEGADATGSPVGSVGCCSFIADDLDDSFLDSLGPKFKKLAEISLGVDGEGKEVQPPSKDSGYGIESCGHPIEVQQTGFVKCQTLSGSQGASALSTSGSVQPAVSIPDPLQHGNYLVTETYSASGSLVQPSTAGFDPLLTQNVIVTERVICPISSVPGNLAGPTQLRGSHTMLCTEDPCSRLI
phage Ecoli inh: growth loss of phage-infected E. coli, primary screen, RecBCD inhibitor project, absorbance, with phage, HTS; AID 651602, 2012; inhibition, % at 11.9 µM; hit rate 0.26% among 360,000; in the data active = inhibition above about 11%
Arr AP2 block: inhibitors of beta-arrestin/AP2 binding, primary screen, biochemical, GPCR trafficking, flow cytometry; FITC-arrestin peptide / GST-AP2 beads; AP2 beta2 appendage carries R879A mutation; inhibition, % at 10 µM; hit rate 0.31% among 340,000;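 active = inhibition above a set limit, near 3 SD of compounds lacking own fluorescence, cut at about 54% in these data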;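 also: plate controls were DMSO wells for no effect and 5 µM unlabelled arrestin peptide for full effect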
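Material – AP2 appendage R879A on GSH beads · Buffer or medium – PBS with 0.05% Tween 20 and 0.1% BSA · Probe or stimulus – fluorescein-tagged arrestin peptide at 50 nM final · Incubation – compound with beads 12 min RT, then probe 1 h RT · Detection – high-throughput flow cytometry of beads, ex 488, em 535 nm · Evaluation – percent response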
Mot1-301 SUMO: yeast Mot1-301 growth rescue at high temperature, primary screen, SUMOylation pathway inhibitor project, S. cerevisiae, ATP luminescence, 38.5C | hit rate 1% among 320,000 | S. cerevisiae Mot1-301 growth rescue; percent above DMSO median, 100 means doubled | AID 2716, 2010 | growth rescue, % at 18.8 µM;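 active = every valid replicate shows activation above 250% relative to neutral control wells; inactive = the rest, any valid replicate at or below 250%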;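 also: OY570 slx delta 5 strain wells were the positive control but not used for scaling; some compounds called inactive have numbers as strong as hits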
PfHsp90 set2: growth inhibition of PfHsp90-expressing yeast, primary screen, antimalarial PfHsp90 inhibitor project, S. cerevisiae, BacTiter-Glo luminescence, single point, set 2. BacTiter-Glo ATP, 48 h; yeast lacking PDR1 and PDR3 efflux regulators. inhibition, % at 9.4 µM. hit rate 0.32% among 310,000;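 active = every replicate shows inhibition above about 80%, whatever the replicate mean, limit read from the data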;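 also: 0% = DMSO neutral controls and 100% = 20 µM radicicol positive controls; yeast relying on Plasmodium falciparum Hsp90 in place of its own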
MOR-DOR ag: agonists of OPRM1-OPRD1 heterodimerization, primary screen, cell-based, luminescence. Mu-type opioid receptor (Homo sapiens) + Delta-type opioid receptor (Homo sapiens), …. cells. activation, % at 9.3 µM. hit rate 0.3% among 340,000. AID 504326, 2011; in the data active = activation above about 18%;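 also: 0% = vehicle-treated cells and 100% = reference agonist; values of inactives mirror those of a sister screen read the other way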
PKA-R1A activ: activators of PKA-R1A holoenzyme, primary screen, biochemical, fluorescence polarization, Cy5-IP20, bovine R1A, mouse PKAc. cAMP-dependent protein kinase type I-alpha regulatory subunit (Bos taurus) + …. PKA-R1A dissociation; scaled: DMSO 0%, 113 µM cGMP 100%. activation, % at 11.4 µM. hit rate 0.083% among 340,000;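 active = percent activation above the mean of all tested compounds plus 3 SD, cut at about 19% in these data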;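 also: higher means more PKAc released from R1A so a rise in polarization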
Tat transport: E. coli Tat export inhibitors, primary screen, MC4100, TorA-mCherry reporter, fluorescence, single point; AID 488895, 2010; inhibition, % at 10 µM; hit rate 0.036% among 340,000;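 active = mean replicate inhibition at least 50% and at least half of replicates individually reaching 50%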;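 also: exported cargo escapes ClpAP degradation while cytoplasmic cargo is degraded and loses fluorescence; 0% = median of neutral control wells and 100% = median of NaSCN control wells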
OPRM1-OPRD1 inv: inverse agonists of MOR-DOR heterodimerization, primary screen, cell-based, luminescence | Mu-type opioid receptor (Homo sapiens) + Delta-type opioid receptor (Homo sapiens), … | cell-based MOR-DOR heterodimer luminescence, inverse agonism | inhibition, % at 9.3 µM | hit rate 0.21% among 340,000 | AID 504357, 2011; in the data active = inhibition above about 22%, passing the limit was not always enough;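 also: 0% = cells with DMSO and 100% = wells without cells with DMSO; values of inactives mirror those of a sister screen read the other way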
Ecoli viability: E. coli V3065 growth inhibition, primary screen, counter-screen for AddAB inhibitor project, absorbance, OD600 | AID 449728, 2010 | inhibition, % at 11.9 µM | hit rate 0.27% among 330,000 | 18 h;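 active = inhibition above the campaign's mean inhibition across all tested compounds plus 3 SD, cut at about 9.9% in these data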;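 also: uninfected addAB+ strain grown without phage in ampicillin broth; 0% = DMSO wells and 100% = ciprofloxacin 0.95 µg/ml wells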
Active calls of the source: *; x = not tested or not shown. Not a hit list. About 2.8% of those tested had a hit in this group.

SMILES	AddAB inh	DSG3 Ab inh	phage Ecoli inh	Arr AP2 block	Mot1-301 SUMO	PfHsp90 set2	MOR-DOR ag	PKA-R1A activ	Tat transport	OPRM1-OPRD1 inv	Ecoli viability
O=C(Nc1ccccc1C(=O)N1CCCC1)c1ccccc1	1.0	96	1.9	7	-2	3	-3.2	-4	-1	18	0.4
CCOC(=O)c1cnc(SCc2nc(N)nc(Nc3ccc(OC)cc3)n2)nc1N	2.4	108	4.3	2	-4	x	-0.8	15	-6	4	-0.2
CCN1CCN(C(=O)c2cc(-c3ccco3)nc3ccccc23)CC1	0.4	x	-1.1	-3	-17	15	-1.1	-9	28	4	0.5
Cc1ccc2cc(CN(Cc3ccco3)C(=O)NC3CCCCC3)c(=O)[nH]c2c1C	0.8	112	2.5	12	-2	15	1.7	8	10	-10	2.7
Cc1ccccc1OCC(=O)OCC(=O)Nc1cc(S(C)(=O)=O)ccc1Cl	0.3	102	3.5	53	8	16	0.1	1	5	0	0.5
Oc1ccc(/C=N/Nc2cccc3cccnc23)c(O)c1	1.8	124	0.8	3	55	-1	11	-2	2	-64	1.4
Cc1ccccc1C(=O)Oc1ccc(Cl)cc1C(=S)N1CCOCC1	0.4	93	-0.9	9	-23	1	-3.1	-16	-2	16	1.3
O=C(O)CCn1nc(-c2ccc(F)cc2)cc(Cc2ccccc2)c1=O	1.0	101	x	4	9	16	-1.6	7	-5	7	-0.7
COc1ccc(C2CC(c3ccccc3)=NN2c2ccc(Cl)c(C(=O)O)c2)cc1 (stereo not drawn)	8.2	x	2.8	9	0	-31	-1.7	5	7	8	0.3
O=C(NCCC1CCCCN1S(=O)(=O)c1ccccc1)C(=O)NC1CC1 (stereo not drawn)	0.5	113	1.1	-5	1	21	-3.4	2	-7	19	0.2
c1ccc2c(c1)nc1sccn12	2.9	97	1.1	22	-15	x	0.4	-5	-4	-2	-1.3
COC(=O)[C@]1(C)N[C@H](CN(C)S(=O)(=O)c2ccc(C)cc2)[C@@H]2C(=O)N(Cc3ccccc3)C(=O)[C@@H]21	0.7	113	2.4	-3	-8	1	-3.1	9	1	14	1.1
CCCC(=O)NC(=S)Nc1cc(-c2nc3ncccc3o2)ccc1C	0.7	111	3.5	5	-1	7	-1.9	3	-1	10	-2.8
COc1ccc(-n2c(-c3ccc(Br)cc3)c[n+]3c2CCc2ccccc2-3)cc1	2.2	92	2.3	2	0	37	-1.2	-3	-4	6	-3.6
O=C1CC(c2ccccc2)n2nc(NC(=O)C3CCCO3)nc2N1 (stereo not drawn)	0.8	88	2.7	0	x	13	-1.3	-4	-5	7	-0.8
COc1ccc(NC(=O)C(=O)NCCC2CCCCN2S(=O)(=O)c2ccc(F)cc2)cc1 (stereo not drawn)	-0.2	x	3.8	0	5	-12	-1.5	5	-5	8	1.8
CC12CC3(C)CC(C)(C1)CC(C(=O)NC1=NCCS1)(C2)C3	-0.5	107	-2.3	1	55	9	9.9	-6	2	-48	-7.0
CC(C)Nc1nc(Cl)nc(N(C#N)CN2C(=O)c3ccccc3C2=O)n1	-1.1	103	-0.1	5	461	17	-3.0	-15	5	16	0.8
CCN(C(=O)COC(=O)c1ccc(-n2c(C)ccc2C)cc1)c1c(N)n(Cc2ccccc2)c(=O)[nH]c1=O	x	x	-0.7	48	x	-5	-4.2	-1	0	16	x
O=C(Nc1ccc2c(c1)nc1n2CCSC1)c1ccccc1	2.9	98	2.3	16	-25	-1	-0.8	5	-1	4	-2.7
CC(NC(=O)COC(=O)C1CCCCC1)c1ccccc1 (stereo not drawn)	0.6	90	0.8	26	x	8	-2.9	-10	-8	15	-1.4
C=C(C)c1cccc(C(C)(C)NC(=O)N2CCCC(C(N)=O)C2)c1 (stereo not drawn)	1.7	x	3.1	-9	64	14	-1.8	0	-3	8	1.3
COc1cccc(C(=O)Nc2cccc(S(=O)(=O)NC3=NCCC3)c2)c1	1.3	88	2.8	-3	-8	x	-2.4	1	-1	10	-0.5
CC(C)CC(=O)Nc1c2c(nn1-c1cccc(Cl)c1)CS(=O)C2 (stereo not drawn)	2.1	100	2.8	8	26	-24	-1.6	-2	-12	7	3.1

One compound at a time, as listed above. Order of values: AddAB inh	DSG3 Ab inh	phage Ecoli inh	Arr AP2 block	Mot1-301 SUMO	PfHsp90 set2	MOR-DOR ag	PKA-R1A activ	Tat transport	OPRM1-OPRD1 inv	Ecoli viability
COc1cccc(C(=O)Nc2cccc(S(=O)(=O)NC3=NCCC3)c2)c1 is listed as 1.3	88	2.8	-3	-8	x	-2.4	1	-1	10	-0.5
CCCC(=O)NC(=S)Nc1cc(-c2nc3ncccc3o2)ccc1C is listed as 0.7	111	3.5	5	-1	7	-1.9	3	-1	10	-2.8

Remaining list, next part.
SMILES	AddAB inh	DSG3 Ab inh	phage Ecoli inh	Arr AP2 block	Mot1-301 SUMO	PfHsp90 set2	MOR-DOR ag	PKA-R1A activ	Tat transport	OPRM1-OPRD1 inv	Ecoli viability
CC1CCC2(CC1)NC(=O)N(CC(=O)Nc1cccc(S(=O)(=O)N3CCOCC3)c1)C2=O (stereo not drawn)	4.4	99	2.4	-4	10	2	-2.0	-4	1	11	-0.5
Cc1ccc(S(=O)(=O)CCC(=O)OC(C)C(=O)c2c(C)[nH]c3ccccc23)cc1 (stereo not drawn)	4.6	120	4.1	1	-9	-7	0.3	-7	2	-2	0.7
CC(C)(C)Cc1nnc(NC(=O)c2ccc3c(c2)OCO3)s1	1.7	93	-0.3	-6	-18	2	-1.0	3	0	6	1.7
COc1ccc(S(=O)(=O)N2CCOCC2)cc1NC(=O)CSc1n[nH]c(=O)n1C1CC1	0.7	103	3.2	-8	-1	-13	-0.2	-8	-4	1	1.4
O=C(N/N=C/c1ccc(Cl)c([N+](=O)[O-])c1)c1cc(-c2ccccc2)nc2ccccc12	2.8	84	1.1	13	41	x	1.4	7	-9	-10	-1.3
CCN1CCN(CCC(=O)Nc2cccc(C)c2)CC1	0.8	104	2.4	5	6	-20	-2.7	-10	-5	14	2.3
S=C1NCC(c2ccccc2)S1 (stereo not drawn)	x	124	1.6	-1	x	-29	-2.0	5	4	11	x
Cc1ccc(NC(=O)C2CC3CCC2C3)c(Br)c1 (stereo not drawn)	x	117	1.0	25	7	1	3.6	-13	5	-19	x
CNc1snc(C)c1C(=O)OC(C)C(=O)NCc1ccccc1 (stereo not drawn)	x	112	3.2	-3	x	x	-1.7	-8	4	11	x
O=C(Cc1cccc(NC(=O)C2CCN(S(=O)(=O)c3cccc([N+](=O)[O-])c3)CC2)c1)Nc1cccc(C(=O)N2CCCCC2)c1	x	97	0.7	9	x	2	1.3	2	1	-6	x
S=C(NCCNC(=S)Nc1ccccc1)Nc1ccccc1	0.1	112	0.1	28	3	9	1.3	-1	-1	-7	-2.5
CC1(c2ccc3ccccc3c2)NC(=O)N(CC(=O)N2CCCC(C(F)(F)F)C2)C1=O (stereo not drawn)	1.1	99	-0.1	14	118	x	-1.3	-2	-4	5	0.3
CCCn1c2ccccc2c2nnc(SCC(=O)Nc3c(C)n(C)n(-c4ccccc4)c3=O)nc21	-0.7	102	1.4	32	6	6	-3.0	-8	5	16	-2.3
Cc1ccc(C(=O)NCN2CCN(c3ccc(F)cc3)CC2)cc1	1.1	x	1.6	-6	1	14	-1.3	1	0	5	-1.7
Cc1[nH]c2ccccc2c1C(C[N+](=O)[O-])c1cccs1 (stereo not drawn)	2.5	85	4.8	11	-4	-5	4.0	0	-4	-20	2.1
CCOC(=O)C1CCN(C(=O)COC(=O)COc2ccccc2OC)CC1	0.7	102	4.2	23	1	x	-2.5	2	1	14	-2.2
O=[N+]([O-])c1ccccc1S(=O)(=O)NC1CCCC1	1.4	102	2.9	6	10	-12	x	x	-4	x	0.9
COc1ccc(CCNS(=O)(=O)c2cc3c4c(c2)CC(=O)N4CCC3)cc1	-1.6	x	2.2	-9	0	-1	-3.0	-2	-2	16	-0.3
O=c1cc(CSc2nnc(-c3ccccc3)o2)c2ccccc2[nH]1	1.8	110	0.9	8	-7	x	-0.9	-12	6	5	-2.6
O=C(CSc1nc(O)c(C2CCCCC2)c(=O)[nH]1)N1CCOCC1	5.1	115	-4.3	17	6	x	0.5	-11	-3	-2	-0.3
Cc1csc(NC(=O)C2CCN(S(=O)(=O)c3ccccc3)CC2)n1	x	102	0.2	17	x	9	-0.8	-6	2	5	x
C=CCNc1ncnc2c1cnn2-c1ccc(C)cc1C	0.8	96	0.2	-9	1	9	-2.4	-7	-2	12	2.6
CCc1cccc(C)c1NS(=O)(=O)c1c(C)nc2sccn2c1=O	2.1	105	2.5	7	-2	17	-1.5	-14	6	8	-0.9
NNc1ccccc1C(F)(F)F	x	126	4.1	15	x	x	1.7	-12	-15	-9	x
Cc1ccc2nc(C3CCCN(C(=O)NCc4ccccc4)C3)[nH]c2c1 (stereo not drawn)	0.0	102	2.5	-4	13	-9	-2.0	4	2	10	-3.0
N#Cc1cccc(CSc2nnc(CCCO)n2-c2ccccc2)c1	0.7	x	1.5	4	-17	2	-0.5	-3	-12	3	-1.1
O=C(COc1ccccc1F)Nc1ccc(S(=O)(=O)N2CCCC2)cc1	6.4	96	4.2	6	-4	-15	-1.5	-16	3	6	8.0
CCOc1cc(N2CCOCC2)c(OCC)cc1NC(=O)COC(=O)c1cc(C)cc(C)c1	-2.2	110	3.3	11	-2	1	-2.5	-1	5	11	-0.1
c1ccc(-c2ccc3sccc3n2)cc1	0.7	104	3.0	-5	14	x	-1.6	-6	-1	9	-1.5
O=C(NCCc1nnc2ccc(SCC(=O)N3CCCC3)nn12)c1ccc(F)cc1	0.8	121	1.8	2	0	10	-3.0	11	-2	17	1.8
C/C(Cl)=C\Cn1c(O)c(N=NC(N)=S)c2ccccc21	-1.4	98	-1.5	9	3	-44	1.7	-1	-3	-9	-3.9
O=C(CCSc1ccccc1)NCCSCc1ccco1	3.2	105	4.3	5	-4	-6	-1.2	-1	-13	6	-2.1
CCOc1ccccc1N(CC(=O)NCCSc1ccccn1)S(=O)(=O)c1ccccc1	0.6	x	0.5	7	-13	24	-1.2	-1	-10	8	1.1
O=C(CSc1nc2sc3c(c2c(=O)n1-c1ccccc1)CCCC3)N/N=C/c1ccccc1C(=O)O	0.8	95	x	26	-11	2	0.4	-16	-1	-2	2.4
